Bioassay records: PubChem, Broad Institute
C2C12 statin: suppression of simvastatin myotoxicity. C2C12 myotubes + simvastatin, ATP luminescence, 48 h; scaled: DMSO 0, geranylgeraniol control 100. rescue of ATP level, % at 7.49 µM. hit rate 0.78% among 330,000. AID 602340;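 active = mean ATP rescue above about 67%, or every replicate alone reaching that limit, limit read from the data, passing the limit was not always enough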;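 note: myotubes were challenged with 10 µM simvastatin during compound exposure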
ERp5 block: ERp5 (human) disulfide isomerase inhibition | Q15084 | ERp5 insulin aggregation, absorbance 650 nm, 90 min | inhibition, % at 9.99 µM | hit rate 0.05% among 350,000;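 active = mean replicate inhibition above about 25%, with every replicate also reaching it, limit read from the data, passing the limit was not always enough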
Target sequence (Q15084 whole entry, looked up): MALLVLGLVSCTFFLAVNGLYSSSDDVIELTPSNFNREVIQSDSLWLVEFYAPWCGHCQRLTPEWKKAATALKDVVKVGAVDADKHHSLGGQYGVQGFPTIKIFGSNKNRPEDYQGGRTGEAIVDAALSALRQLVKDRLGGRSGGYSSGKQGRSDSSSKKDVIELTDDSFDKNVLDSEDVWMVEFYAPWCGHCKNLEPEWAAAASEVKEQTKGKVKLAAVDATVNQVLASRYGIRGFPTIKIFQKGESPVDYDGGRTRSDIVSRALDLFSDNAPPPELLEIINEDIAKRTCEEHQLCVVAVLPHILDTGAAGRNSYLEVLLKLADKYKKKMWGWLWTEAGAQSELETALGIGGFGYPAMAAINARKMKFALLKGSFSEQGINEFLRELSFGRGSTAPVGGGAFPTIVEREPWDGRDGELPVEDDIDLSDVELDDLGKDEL
esBAF inh: SWI/SNF esBAF complex inhibition; mouse ES cells, Bmi1-luciferase knock-in reporter, 24 h; 100% = twice the neutral-well signal; reporter increase, % at 12.5 µM; hit rate 2% among 350,000; AID 602393; in the data active = activation above about 40%;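 note: 0% = median of the plate's neutral control wells and 100% = double that signal; a rise in the Bmi1 reporter signal indicates esBAF inhibition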
ARNT-TACC3 inh: disrupts binding between human ARNT and TACC3; AID 623870; inhibition, % at 9.99 µM; Q9Y6A5; hit rate 0.66% among 390,000; AlphaScreen His-ARNT PAS-B/GST-TACC3 binding, luminescence; TACC3 fragment carries E629A point mutation;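 active = mean inhibition of replicates at least 50% and at least half of replicates each reaching 50%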;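 note: 0% = complete ARNT plus TACC3 wells and 100% = ARNT alone without TACC3; many hits fall short of the cut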
miR-122 sensor: miR-122 inhibition in Huh7 cells; Huh7 miR-122 Renilla luciferase sensor, 48 h; neutral wells = 0, positive control = 100; hit rate 0.3% among 340,000; activation (reporter increase), % at 12.5 µM;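 active = mean replicate activation score at least 90 and every replicate individually at or above 90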;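 note: higher luciferase means less miR-122 activity so hits act as miR-122 inhibitors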
Cneo AK release: causes C. neoformans cell lysis | adenylate kinase release luminescence, 4 h; normalised: neutral wells 0, clomiphene wells 100 | lysis activity, % at 15 µM | hit rate 0.2% among 360,000;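 active = mean lysis activity across replicates of at least 80%, whatever share of replicates individually reach that level; inactive = mean lysis activity below 80%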
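Assay system: C. neoformans cells. Amount: yeast cell density of 5 × 10^6 cells/mL. Technique: AK luminescence. Buffer or medium: YPD. Times: static 4 h at 37 °C with compound, 1 h detection. Dosing: single-point compound dose. Read-out: lysis from increased AK signal.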
SIRT5 block: inhibitors of human sirtuin-5 desuccinylase; inhibition, % at 15 µM; hit rate 1.1% among 330,000; Purified SirT5, succinyl-peptide AMC, trypsin-coupled fluorescence; in the data active = inhibition above about 15%
Target sequence (Q9NXA8 whole entry, looked up): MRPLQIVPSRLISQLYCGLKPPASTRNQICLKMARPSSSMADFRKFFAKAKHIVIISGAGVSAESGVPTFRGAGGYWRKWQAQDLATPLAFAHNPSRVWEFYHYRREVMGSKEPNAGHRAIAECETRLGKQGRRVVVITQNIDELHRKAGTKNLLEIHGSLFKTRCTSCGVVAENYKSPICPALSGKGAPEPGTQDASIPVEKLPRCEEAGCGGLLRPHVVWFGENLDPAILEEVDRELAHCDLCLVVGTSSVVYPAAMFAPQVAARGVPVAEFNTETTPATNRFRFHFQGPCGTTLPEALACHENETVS
* = called active by the depositor; · = no result given; [ ] = another dose, or the depositor's remark.

Below each SMILES: C2C12 statin	ERp5 block	esBAF inh	ARNT-TACC3 inh	miR-122 sensor	Cneo AK release	SIRT5 block
COc1ccc(CCc2ccnc3ccccc23)cc1
  -3.3	1.0	23.4	-9.8	-7.1	·	-5.2
O=C(NC1CCCN(CCc2ccccc2)C1)C1CCCC1 (stereo unspecified)
  -5.7	1.9	-5.4	0.8	0.6	0.2	0.3
O=S(=O)(Nc1ccccc1O)c1ccc(-c2ccccc2)cc1
  ·	-2.8	·	-11.7	·	·	-6.0
Cc1ccc(NC(=O)C(=O)NCCCN2CC(C(=O)O)CC2=O)cc1 (stereo unspecified)
  0.2	1.6	-0.5	5.6	-0.3	-0.1	4.3
CNC(=O)C[C@H]1CC[C@@H]2[C@H](COC[C@@H](O)CN2Cc2ccccc2F)O1
  -2.4	1.0	-0.4	-11.2	-4.7[16.7 µM]	-0.3	-2.6
O=C(CSc1nnc(-c2ccccn2)o1)Nc1cccc(Cl)c1
  1.7	-0.4	64.8*	0.8	2.8	-0.5	-2.5
COc1ccccc1/C=N/NC(=O)c1ccc(NC(=O)c2ccccc2Br)cc1
  ·	-8.0	·	4.0	·	·	-4.1
CCOC(=O)c1cc2occc2n1CCCN1C(=O)c2ccccc2C1=O
  -19.9	·	-4.0	5.0	-3.8	0.0	·
COc1cccc(CN2CC(C(=O)NCc3ccc(C)o3)CCC2=O)c1 (stereo unspecified)
  20.3	-0.1	8.4	-3.1	·	-0.5	-4.9
Cc1nc(C)c(-c2nnc(-c3cccc(S(=O)(=O)N(C)C)c3)o2)cc1C(=O)NN
  -2.9	4.0	-2.4	0.5	-4.5	-1.4	-1.1
Cc1ccsc1/C=C/C1=Cc2c(sc(NC(=O)CSc3n[nH]c(N)n3)c2C#N)C(C)(C)C1
  -10.3	·	1.3	11.1	1.3	3.3	·
CCCNC(=O)N1C[C@H](O)COC[C@H]2O[C@@H](CC(=O)OC)CC[C@@H]21
  -1.5	-4.3	5.8	0.0	1.2[16.7 µM]	-0.5	-4.3
COc1ccc(S(=O)(=O)N(C)C[C@@H]2Oc3c(NS(=O)(=O)c4ccc(C)cc4)cccc3C(=O)N([C@@H](C)CO)C[C@@H]2C)cc1
  ·	0.2	·	·	·	-6.7	13.4
CN(C)S(=O)(=O)c1cc(NC(=O)C2=COCCO2)ccc1Cl
  35.0	16.1	8.0	5.2	-0.3	1.6	-10.2
CCOC(=O)c1nn(-c2ccc(F)cc2)c(=O)c(C#N)c1C
  3.4	2.9	-5.2	-0.4	7.7	-0.5	-0.3
O=C(Cc1cccc(C(F)(F)F)c1)OCN1C(=O)c2ccccc2C1=O
  7.4	-3.6	0.0	2.6	-7.5	0.1	1.0
Cc1noc(C)c1S(=O)(=O)Nc1ccc2c(c1)C(=O)N([C@@H](C)CO)C[C@@H](C)[C@@H](CN(C)C(=O)Nc1ccccc1)OCCCC[C@H](C)O2
  ·	-2.9	0.7	-5.6	4.9[16.7 µM]	-6.3	-8.0
CC(C)Nc1nc(SC(C)C(=O)Nc2ccccc2)nc(N(C)C)n1 (stereo unspecified)
  21.9	-0.3	-2.6	-0.1	6.9	-0.9	3.6
COc1ccc(C(=O)CSc2nnc(-c3ccco3)o2)cc1
  ·	7.2	·	-1.9	·	·	0.1
CCN(CC)CCP(=O)(c1ccccc1)c1ccccc1
  18.8	·	4.2	-12.4	-3.7	-0.4	·
N#Cc1c(/N=C/c2cc3ccccc3s2)sc2c1CCC2
  ·	·	·	19.6	-2.0	-0.3	·
CCN(Cc1ccccc1)C(c1ccc(Cl)cc1)c1nnnn1C(C)(C)C (stereo unspecified)
  2.9	·	0.3	-18.3	·	-1.1	·
CCCc1cc(=O)oc2cc(O[C@@H]3O[C@H](CO)[C@@H](O)[C@H](O)[C@H]3O)ccc12
  8.5	1.0	0.6	19.2	3.9	1.1	-2.7
C[C@H]1CN([C@@H](C)CO)C(=O)CCCn2nncc2CO[C@@H]1CN(C)Cc1cccnc1
  -10.0	1.6	0.6	-4.7	-0.2[16.7 µM]	4.5	-1.5
CCCCN(C1CCS(=O)(=O)C1)S(=O)(=O)c1ccc(OC)cc1 (stereo unspecified)
  -4.5	-3.4	2.0	1.8	·	1.5	-1.4
COc1ccccc1-c1csc2ncnc(Sc3nnnn3C)c12
  23.0	-6.3	11.3	-0.8	2.8	-1.2	·
CCOCC(=O)N(CC)Cc1ccccc1
  ·	-2.4	·	15.4	·	·	-0.6
N#C[C@H]1[C@@H](c2ccc(-c3cccc(F)c3)cc2)[C@H](CO)N1C(=O)CN1CCOCC1
  -31.5	-1.3	-12.2	0.1	·	-2.6	2.1
O=C(CCN1C(=O)COc2ccccc21)N1CCN(c2ccccn2)CC1
  6.5	-3.0	3.0	-5.3	-0.5	-0.3	-6.4
Cc1csc(CNc2ncnc3ccc(-c4ccc5c(c4)OCO5)cc23)c1
  -26.0	2.2	-6.0	0.5	-8.6	0.8	-6.9

Below each SMILES: C2C12 statin	ERp5 block	esBAF inh	ARNT-TACC3 inh	miR-122 sensor	Cneo AK release	SIRT5 block
COc1ccc(Nc2nc(C(=O)N(CCO)Cc3ccccc3)cs2)cc1
  ·	6.2	·	12.2	·	·	-1.2
COc1ccc(N2CCN(C(CNC(=O)C(=O)NCc3ccncc3)c3ccco3)CC2)cc1 (stereo unspecified)
  17.3	2.4	-0.6	7.0	-9.2	13.9	-4.4
O=C(Oc1cccc2ccccc12)c1ccccc1
  -10.5	9.9	3.6	24.3	-4.9	-17.5	-0.5
O=C(NCc1ccccn1)c1cc2ccccn2n1
  -4.3	-0.8	-2.5	6.1	-4.2	-1.1	-3.4
O=C(CCN1C(=O)/C(=C/c2ccccc2)SC1=S)N1CCCCCC1
  20.8	2.7	-76.9	·	-13.8	3.4	-3.1
Cn1cccc1P(=O)(c1cccn1C)c1cccn1C
  ·	2.3	·	-3.4	·	·	0.9
CCCNC(=O)[C@@H]1[C@@H](CO)[C@@H]2Cn3c(ccc(-c4cccc(F)c4)c3=O)[C@H]1N2C(=O)c1ccccn1
  -0.3	0.9	2.0	0.2	-3.1[16.7 µM]	1.6	-4.5
COCCNC(=O)C[C@H]1C=C[C@@H](NS(=O)(=O)c2ccc(C)cc2)[C@@H](CO)O1
  0.9	-2.1	-4.8	-2.3	·	-0.5	0.7
O=C1CSC(=S)N1N=Cc1ccc2c(c1)OCO2
  ·	1.6	·	20.6	·	·	-4.3
Brc1ccccc1OCCN1CCCC1
  7.8	6.1	-4.7	-5.8	-0.5	-0.1	-3.9
Cc1c(C(=O)OCc2ccccc2)[nH]c2c1C(=O)CC(c1ccco1)C2 (stereo unspecified)
  -37.9	·	-19.3	-4.7	139.3*	-0.6	·
O=C(Nc1ccccc1F)N[C@H]1CC[C@@H](CCNC(=O)C2CCOCC2)O[C@@H]1CO
  -4.4	-4.5	-4.3	-6.2	·	3.2	0.0
CCCOc1ccc(Cc2nn3c(=O)/c(=C/c4ccco4)sc3nc2=O)cc1
  0.3	·	-10.5	31.9*	-0.6	3.0	·
O=C(O)CCCC(=O)Nc1ccc(S(=O)(=O)Nc2nccs2)cc1
  3.1	2.9	5.2	-11.5	·	-5.6	-0.9
CN(C)Cc1c[nH]c2nccnc12
  6.5	-5.6	-4.3	·	1.2	-2.3	1.8
CCc1nc2ccc(C(=O)N(C)Cc3ccccc3)cn2c1N(CC)Cc1cccc(Br)c1
  -17.1	15.2	-5.8	·	2.0	2.7	12.3
COCC(=O)N(C)C[C@@H]1Oc2cc(-c3cccnc3)ccc2S(=O)(=O)N([C@@H](C)CO)C[C@@H]1C
  -9.4	3.3	4.9	-7.5	-3.8[16.7 µM]	-14.4	-0.5
CCN1CCN(C(c2cccs2)C(C)NC(=O)c2ccco2)CC1 (stereo unspecified)
  -22.7	·	-11.4	3.3	-5.0	·	·
CN(C)S(=O)(=O)N1CCN(c2ccc([N+](=O)[O-])cc2)CC1
  0.5	5.3	4.9	-2.8	-1.3	-1.4	17.4*
C=CCn1c(C(C)NC(=O)c2ccccc2C)n[nH]c1=S (stereo unspecified)
  ·	-1.7	·	-2.4	-3.5	1.4	0.9
CCn1c(SCC(=O)Nc2cc(C)ccc2C)nc2c(c1=O)SC(C)C2 (stereo unspecified)
  6.1	4.4	-8.1	15.1	-1.7	3.6	-0.7
CC(C)NC(=O)N(C)C[C@@H]1OCCCC[C@@H](C)Oc2ccc(NS(=O)(=O)c3ccccc3)cc2C(=O)N([C@H](C)CO)C[C@@H]1C
  ·	-0.5	-2.1	-2.0	5.0[16.7 µM]	-0.3	2.2
Brc1ccc(-n2cnc(-c3ccccc3)c2)cc1
  -5.0	-2.4	11.6	1.1	10.5	-4.5	-3.7
COC(=O)CCC(=O)Nc1ccc(C)cc1OC(=O)CCC(=O)OC
  3.2	·	3.6	8.9	-2.6	-1.2	·
CCOC(=O)c1nnn(-c2nonc2N)c1CSc1ccccc1
  0.7	·	-5.6	-3.2	-12.3	0.3	·
O=C1/C(=C2\C(=O)N(Cc3ccc(F)cc3)c3ccccc32)SC(=S)N1CCS(=O)(=O)O
  6.7	2.8	-1.2	-6.0	-5.3	-2.3	1.1
O=C(c1noc2c1CCCC2)N1CCOCC1
  ·	-1.1	-1.7	-25.1	-1.0	-2.0	-2.5
CN(C)CCOCCSc1ccc(Cl)cc1
  -1.8	·	-0.7	-16.2	3.1	-0.6	·
CC1(C(=O)NNC(=O)c2ccc(=O)oc2)CC1Br (stereo unspecified)
  ·	13.6	·	·	69.4	1.0	0.9
CCOC(=O)C1CCCN(S(=O)(=O)CCNC(=O)c2ccc3c(c2)OCO3)C1 (stereo unspecified)
  -9.7	2.8	-6.1	0.2	-6.2	-1.1	0.5
C[C@H]1CN([C@@H](C)CO)S(=O)(=O)c2ccc(-c3cccc(C#N)c3)cc2O[C@H]1CN(C)C(=O)C1CC1
  -42.1	-7.6	2.7	-9.7	-2.4[16.7 µM]	0.4	10.8
CCOC(=O)C1CCCN(Cc2cc(Br)ccc2OC)C1 (stereo unspecified)
  5.9	·	2.4	-11.2	-1.1	0.9	·
COc1ccc(CC(=O)Nc2c(C(=O)N3CCN(c4ncccn4)CC3)oc3ccccc23)cc1OC
  3.4	-1.1	-3.2	1.8	16.7	0.3	-0.6

Not a hit list; any-hit rate near 4%.
